GLA spleen mod: inhibits or activates alpha-galactosidase in human spleen homogenate; human spleen homogenate, 4MU-alpha-Gal fluorescence, 40 min; Potency, µM (top dose mostly 80 µM), for inactives: at the highest dose activity change, negative = inhibition, actives largely listed as inhibitors; 240,000 tested, 0.008% active;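 note: potency is the fitted concentration of half-maximal effect; 0% = enzyme with vehicle and -100% = no enzyme basal signal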
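Human spleen homogenate (1 ug) as enzyme source, 4-methylumbelliferyl-alpha-D-galactopyranoside 1 mM final, citrate/phosphate pH 5.0 with 0.01% Tween-20. Compounds 40 min at 37C, NaOH/glycine stop; fluorescence Ex 365/Em 440, Hill-fit AC50.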
CBFb RUNX1 block: inhibitors of human CBF-beta and RUNX1 interaction. Q01196+Q13951. AlphaScreen CBFb-His/RUNX1-biotin binding, biochemical. Potency, µM (titrated, usually from 59.8 µM), without a hit: at the top dose activity, negative = inhibition, hits mostly inhibitors. 230,000 tested, under 10 active; note: % of control where 0% means no effect
Target sequence (Q01196 whole entry, looked up): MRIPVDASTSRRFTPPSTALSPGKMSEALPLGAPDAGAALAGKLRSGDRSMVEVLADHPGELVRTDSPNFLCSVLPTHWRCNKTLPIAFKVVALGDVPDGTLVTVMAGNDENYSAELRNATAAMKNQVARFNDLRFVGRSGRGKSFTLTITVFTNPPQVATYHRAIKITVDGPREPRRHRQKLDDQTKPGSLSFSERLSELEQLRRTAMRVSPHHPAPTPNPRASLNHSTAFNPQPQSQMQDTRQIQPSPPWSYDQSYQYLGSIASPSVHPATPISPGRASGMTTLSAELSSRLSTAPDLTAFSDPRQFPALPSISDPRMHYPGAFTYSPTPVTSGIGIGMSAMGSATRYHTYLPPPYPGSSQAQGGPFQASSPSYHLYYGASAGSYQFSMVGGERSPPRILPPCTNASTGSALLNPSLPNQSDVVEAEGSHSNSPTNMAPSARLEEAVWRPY
Target sequence (Q13951 whole entry, looked up): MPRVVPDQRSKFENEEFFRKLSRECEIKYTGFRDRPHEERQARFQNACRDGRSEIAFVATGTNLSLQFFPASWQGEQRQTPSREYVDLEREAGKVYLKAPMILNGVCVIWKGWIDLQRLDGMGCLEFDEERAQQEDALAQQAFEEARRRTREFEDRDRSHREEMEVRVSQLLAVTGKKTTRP
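Compounds were screened at multiple concentrations against a preformed CBF-beta(His)/RUNX1(biotin) complex (30 nM of each) for 15 min at room temperature, followed by 90 min with nickel and streptavidin beads and AlphaScreen reading.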
TRb-SRC2 inh: TRbeta-SRC2 interaction inhibition. P10828. TRbeta-SRC2 peptide binding, fluorescence polarization; receptor liganded with 1 µM T3. Potency, µM (series often up to 106 µM), without a hit: at the highest dose activity change, negative = inhibition, usual class: inhibitors. 280,000 tested, 0.065% active. AID 1469;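 note: potency is the fitted concentration of half-maximal effect; plate controls were bound peptide for no effect and peptide without receptor for full effect; nearly all actives have a fitted effect of over 50% in size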
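Read-out is fluorescence polarization (555 nm excitation, 632 nm emission) of a Texas Red SRC2 coactivator peptide; loss of signal reflects blocked binding to human TRb ligand-binding domain in the presence of 1 uM T3.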
NPSR antagonist: blocks cAMP signaling of the human neuropeptide S receptor. Potency, µM (top dose mostly 38.3 µM), without a hit: at the top dose activity change, negative = inhibition, usual class: inhibitors. 220,000 tested, 1% active. AID 1461. CHO-NPSR cells, cAMP TR-FRET, antagonist mode. Q6W5P4; note: potency is the fitted concentration of half-maximal effect; % is set by controls: 0 for no effect and ±100 for the full control effect; nearly all actives have a fitted effect of over 50% in size; many of its hits are not listed in these tables
Tau FP inhib: inhibitors of human tau fibril formation; Potency, µM (doses to about 57.7 µM), for inactives: at the top dose activity, negative = inhibition, actives largely listed as inhibitors; K18 P301L tau heparin fibrillization, Alexa594 FP, 6 h; 280,000 tested, 0.39% active; note: potency is the fitted concentration of half-maximal effect; % is set by controls: 0 for no effect and ±100 for the full control effect; nearly all actives have a fitted effect of over 55% in size
Target sequence (P10636 561-689 P618L limits assumed): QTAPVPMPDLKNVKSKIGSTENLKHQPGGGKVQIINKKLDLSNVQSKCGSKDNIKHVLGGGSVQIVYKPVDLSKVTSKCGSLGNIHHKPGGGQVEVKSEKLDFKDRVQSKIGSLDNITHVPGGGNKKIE
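Compound effects on tau fibrillization are measured by Alexa 594 fluorescence polarization (ex 555, em 632 nm). K18 P301L tau is used at 15 uM with 0.24 uM labeled tracer, and 20 uM heparin induces aggregation over 6 hr at 37 C.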
Tau fluor counter: counter-screen for tau fibril formation inhibitors; tau K18 P301L (four-repeat tau fragment) Alexa594 fluorescence, heparin fibrillization; Potency, µM (doses to about 57.7 µM), without a hit: at the top dose activity change, negative = decrease; 280,000 tested, 0.93% active; note: potency is the fitted concentration of half-maximal effect; % is set by controls: 0 for no effect and ±100 for the full control effect; nearly all actives have a fitted effect of over 55% in size
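Human K18 P301L tau (15 uM unlabeled plus 0.24 uM Alexa 594-labeled, final) in 100 mM sodium acetate pH 7 was mixed with compound and 20 uM heparin and incubated 6 hr at 37 C.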
Epigenetic reg: regulators of epigenetic silencing causing reporter derepression in mouse cells | murine LDR cells, GFP reporter derepression, 30 h | Potency, µM (doses to about 53.9 µM), inactives show at the highest dose GFP activation, most hits filed as activators | 280,000 tested, 0.2% active | AID 1865; note: potency is the fitted concentration of half-maximal effect; % of control where 0% means no effect; nearly all actives have a fitted effect of over 60% in size
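Readout is the number of GFP-expressing murine LDR cells, counted by cytometry following washing. Cells were treated with compound for 30 h at 37 C; the stably integrated CMV-GFP locus is normally silent.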
TexasRed fluor: alters Texas Red total fluorescence, flagging assay interference; Potency, µM (top dose mostly 106 µM), inactives show at the highest dose fluorescence change, negative = quenching; TRb/SRC2 Texas Red total fluorescence interference; AID 1479; 280,000 tested, 0.29% active; active = well fitted curve in either direction with a large enough effect; inconclusive = small, poorly fitted or top-dose-only effect; note: potency is the fitted concentration of half-maximal effect; % is set by controls: 0 for no effect and ±100 for the full control effect
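Human TRb ligand-binding domain at 0.6 uM with 20 nM Texas Red SRC2 peptide in Tris buffer containing 1 uM T3 and 5% DMSO, incubated with compound 5 h at ambient temperature. Total fluorescence (555/632 nm) calculated as parallel + 2 × perpendicular.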
Numbers without * were called inactive; ? = inconclusive; / = no result given; [ ] = dose if it differs, or a comment. Unless noted, calls come from the whole dose curve; as a rule, active = well fitted curve in the direction sought with a large enough effect; inconclusive = small, poorly fitted or top-dose-only effect, or another doubt; inactive = no such curve, though single readings can be large; an effect the other way counts as inactive or inconclusive.

SMILES | GLA spleen mod | CBFb RUNX1 block | TRb-SRC2 inh | NPSR antagonist | Tau FP inhib | Tau fluor counter | Epigenetic reg | TexasRed fluor
Cc1ccc(S(=O)(=O)NC2CCCC(C(=O)O)C2)cc1 (stereo unspecified) | -2% | 2% | 0% | -8%[46.1 µM] | 3% | 5% | 2.2% | -6%
O=C(O)c1cccc(Oc2ccc([N+](=O)[O-])cc2)c1 | 9% | -3% | 4% | -11%[46.1 µM] | -5% | 0% | 0.0% | ?
CCCC(=O)N1c2ccccc2-c2nnc(SC)nc2OC1c1sccc1C (stereo unspecified) | / | / | 5% | / | 0% | -10% | 2.3% | 0%
CCn1ccc(=N)cc1 | 5% | 5% | 5% | 4%[46.1 µM] | -1% | -2% | -2.0% | 1%
Cn1cnc2c1c(=O)n(Cc1c(Cl)cccc1Cl)c(=O)n2C | -2% | 2% | 7% | -9%[46.1 µM] | -6% | 2% | -1.0% | 0%
Cc1ccc(SCCNC(=S)Nc2cc(C)ccc2C)cc1 | -5% | -5% | -9% | -21%[46.1 µM] | 7% | -30% | -1.0% | -4%
Cc1ccc(Cn2nnnc2CN2CCC(O)(c3cccnc3)CC2)cc1 | -4% | 3% | 4% | 10% | -4% | 0% | 1.9% | -1%
CCOC(=O)c1ccc(CSc2nnc3cc(C)c4ccccc4n23)cc1 | / | / | ? | / | -11% | -24% | -3.2% | 1.4µM*[quencher]
CC(C)(C)c1ccc(OCCC(=O)NC2=NCCS2)cc1 | 6% | -3% | -3% | -12%[46.1 µM] | -6% | -17% | 0.0% | -3%
CCOCCCNC(=O)C(NC(=O)c1ccc(NC(C)=O)cc1)c1ccc(OC)cc1 (stereo unspecified) | 10% | 1% | 10% | 22% | 8% | 4% | -1.1% | 8%
O=C(O)CSCC(=O)Nc1ccc(-c2nc3ccccc3s2)cc1 | 10% | 21% | 2% | 3% | -9% | -13% | 1.1% | -1%
N#Cc1c(-c2ccccc2)c(C#N)c2nc3ccccc3n2c1N | 3% | -10% | 0% | ? | -7% | -13% | ? | -2%
CC(=O)N1c2ccc(S(=O)(=O)N3CCCCCC3)cc2CC1C(=O)NCc1ccccc1C (stereo unspecified) | / | / | 3% | / | -1% | -12% | 14% | -1%
CCCNC(=O)Nc1nccs1 | 22% | -5% | -6% | 6%[46.1 µM] | -4% | 2% | -2.6% | 0%
O=C(C1=C[C@H](c2ccc(C(F)(F)F)cc2)C[C@H](OCc2ccc(CO)cc2)O1)N1CCN(Cc2ccc3c(c2)OCO3)CC1 | 6% | 5% | -5% | ? | 11% | -15% | -1.5% | -2%
CC(C)COc1ccc(CSCCNC(=S)Nc2ccccc2)cc1 | -14% | -2% | -2% | -16%[46.1 µM] | ? | ? | 0.0% | 0%
CCn1c(SCC(=O)Nc2ccc(NC(=O)c3ccco3)c(OC)c2)nc2ccccc2c1=O | 13% | 13% | 3% | 18%[46.1 µM] | -2% | -17% | ? | -5%
CCCCn1c(SCC(=O)OCC)nnc1-c1ccoc1C | 8% | -11% | 0% | -2%[7.67 µM] | 5% | 5% | -1.6% | -2%
COc1ccc(C[C@@H]2c3cc(OC)c(OC)cc3CC[N@+]2(C)CCC(=O)OCCCCCOC(=O)CC[N@@+]2(C)CCc3cc(OC)c(OC)cc3[C@H]2Cc2ccc(OC)c(OC)c2)cc1OC | -3%[29.1 µM] | 1%[21.7 µM] | -1%[53 µM] | / | / | / | 2.5%[16.9 µM] | 0%[53 µM]
O=Cc1ccccc1OS(=O)(=O)c1ccccc1 | 4% | -5% | 3% | -22% | 3% | 7% | 0.0% | -3%

Retrieved one by one from the list above, four records:
SMILES | GLA spleen mod | CBFb RUNX1 block | TRb-SRC2 inh | NPSR antagonist | Tau FP inhib | Tau fluor counter | Epigenetic reg | TexasRed fluor
CC(C)(C)c1ccc(OCCC(=O)NC2=NCCS2)cc1 | 6% | -3% | -3% | -12%[46.1 µM] | -6% | -17% | 0.0% | -3%
CCOCCCNC(=O)C(NC(=O)c1ccc(NC(C)=O)cc1)c1ccc(OC)cc1 (stereo unspecified) | 10% | 1% | 10% | 22% | 8% | 4% | -1.1% | 8%
CC(=O)N1c2ccc(S(=O)(=O)N3CCCCCC3)cc2CC1C(=O)NCc1ccccc1C (stereo unspecified) | / | / | 3% | / | -1% | -12% | 14% | -1%
Cn1cnc2c1c(=O)n(Cc1c(Cl)cccc1Cl)c(=O)n2C | -2% | 2% | 7% | -9%[46.1 µM] | -6% | 2% | -1.0% | 0%

(list continues)
SMILES | GLA spleen mod | CBFb RUNX1 block | TRb-SRC2 inh | NPSR antagonist | Tau FP inhib | Tau fluor counter | Epigenetic reg | TexasRed fluor
COc1ccc(CCN2C(=O)c3[nH]nc(-c4ccccc4O)c3C2c2ccccc2)cc1 (stereo unspecified) | / | / | -6% | / | -15% | ? | 0.0% | 2%
CCCCCC(=O)N1CCN(CCN=CC2=C(O)CC(c3ccc(OC)c(OC)c3)CC2=O)CC1 (stereo unspecified) | 2% | -4% | -6% | -15%[46.1 µM] | 5% | -6% | -1.0% | 1%
O=C(N/C(=C/c1ccc(Br)cc1)C(=O)N1CCOCC1)c1cccs1 | -3% | 3% | 0% | 11% | 9% | 2% | 1.0% | -9%
COCCCNC(=O)c1cccc(C(=O)NCCCOC)c1 | -2% | -1% | 0% | -12%[46.1 µM] | 1% | -1% | 2.8% | -2%
CCn1c(SCC(=O)NC(C)(C)C)nc(O)cc1=O | 16% | -4% | -6% | -7%[46.1 µM] | -3% | 2% | -1.8% | 6%
COc1ccc(N(C(=O)c2cccc([N+](=O)[O-])c2)S(=O)(=O)c2ccc3c(c2)n(C)c(=O)n3C)cc1 | 10% | 2% | 2% | -17%[46.1 µM] | 9% | ? | 0.0% | -6%
O=C(O)CC1COc2ccccc2N1C(=O)c1ccccc1Cl (stereo unspecified) | -1% | -8% | 6% | -3% | 4% | -5% | -3.1% | -2%
CCOC(=O)CSc1nnc2c(n1)C1(C)CCC2C1(C)C (stereo unspecified) | 26% | 4% | -17% | -12%[46.1 µM] | 2% | 3% | -1.9% | -2%
CC(=O)c1cccc(NC(=O)C2CCCC2)c1 | -2% | -1% | 2% | 16%[46.1 µM] | 0% | 4% | 4.9% | -5%
CC(CC(=O)Nc1ccc(Br)cc1F)S(=O)(=O)c1ccc2c(c1)NC(=O)CO2 (stereo unspecified) | / | / | 5% | / | -2% | -3% | -1.2% | -7%
CCc1nnc(NC(=O)CSc2nnc(CNC(=O)c3cc(OC)c(OC)c(OC)c3)o2)s1 | 1% | -11% | 4% | 26% | 0% | -3% | -0.3% | -2%
COCc1cc(C)nc(N2CCNCC2)c1C#N | 0% | -1% | 3% | -2%[46.1 µM] | 8% | -7% | -1.5% | 2%
Cc1cccc(-c2nc3cc(NC(=O)c4ccc(OCC(C)C)cc4)ccc3o2)c1 | / | / | -11% | / | -10% | -14% | -1.6% | -69%
CCC1(C)Cc2nc3[nH]c(=S)n(-c4ccccc4C)c(=O)c3cc2CO1 (stereo unspecified) | 3% | 14% | -8% | -29% | -1% | -11% | -2.2% | 0%
Cc1cc(OC(=O)c2ccco2)c2c(C)cc(=O)oc2c1 | 9% | 4% | -16% | -5%[46.1 µM] | 1% | 2% | -0.7% | 0%
CCN(CC)c1ccc(NC(=O)c2ccc(Br)o2)cc1 | -1% | -20% | -8% | ? | 4% | -8% | -0.4% | -8%
Cc1cc(/C=N/NC(N)=O)c(C)n1-c1ccc(F)cc1 | -2% | -12% | 4% | 28% | 1% | -18% | 0.0% | 1%
CCOC(=O)c1c(C)cccc1OCC(N)=O | -2% | 4% | -1% | 1%[46.1 µM] | -2% | -3% | 0.0% | -4%
CC1(C)Cc2cccc(OCC(=O)N3CCN(S(=O)(=O)c4ccccc4F)CC3)c2O1 | 4% | 14% | 3% | -2%[46.1 µM] | 3% | -4% | -2.9% | -7%
Cc1sc(-n2cccc2)c(C(C)NC(=O)Nc2cccc(C(F)(F)F)c2)c1C (stereo unspecified) | / | / | 0% | / | ? | -22% | 0.8% | -1%
COc1ccc(COCC(O)CN2CCC(C(N)=O)CC2)cc1 (stereo unspecified) | -3% | 10% | -6% | 12% | 2% | 16% | 3.8% | 1%
CCCCC(=O)NC(c1ccc(OC)c(OC)c1)c1c(O)ccc2ccccc12 (stereo unspecified) | ? | -4% | 0% | ? | ? | ? | -1.0% | -1%
COC(=O)c1cc2sc(Cl)cc2n1CC(=O)Nc1cc(OC)cc(OC)c1 | / | / | -3% | / | ? | -3% | 3.8% | -4%
Cc1ccc(C)c(N2CCN(CCCNC(=O)Cn3cc4c(n3)CCC(C)C4)CC2)c1 (stereo unspecified) | -4% | 7% | 9% | 6%[46.1 µM] | 1% | -5% | -0.8% | -1%
Cc1cccc(C)c1NC(=O)COC(=O)c1cc(=O)c2ccccc2o1 | -5% | 7% | 0% | -2% | -3% | -4% | -2.6% | -2%
CC1CC=CC2C1C(=O)N(Cc1ccccc1)C2c1ccoc1 (stereo unspecified) | 8% | 16% | 9% | / | / | / | / | -2%
Cn1c(=O)oc2cc(S(=O)(=O)Nc3cccc4c3CCCC4)ccc21 | -1% | 2% | -1% | 4%[46.1 µM] | -5% | -17% | ? | -4%
CC(=O)N1CCC(=NNc2ccc(S(=O)(=O)N3CCOCC3)cc2[N+](=O)[O-])CC1 | 4% | 6% | -8% | 12% | 14% | -5% | 1.0% | -5%
CCOC(=O)c1sc(NC(=O)CSc2nc(-c3ccco3)cc(C(F)(F)F)n2)c(C(=O)OC)c1C | 2% | 1% | -16% | -7%[46.1 µM] | -4% | -9% | -0.9% | -2%
CCN(CC)CCNC(=O)C1CCC(=O)N(c2ccc(OC)cc2)C1c1ccc(F)cc1 (stereo unspecified) | 10% | 2% | 3% | -3%[46.1 µM] | -4% | 1% | -1.2% | 2%
Cc1cc(C)n2c(SCc3ccc(Cl)cc3Cl)nnc2n1 | -5% | 9% | 4% | ? | -1% | -4% | -0.9% | -1%
C=CCc1ccc(OCCOCCOc2cccc3cccnc23)c(OC)c1 | -5% | -6% | 3% | -25% | -7% | -6% | 4.5% | 0%
CCOC(=O)c1cc(-c2ccccc2)n(CCC(=O)Nc2ccc(C(F)(F)F)cc2)c1C | / | / | -9% | / | ? | ? | ? | -2%

Compound activity (PubChem)

An excerpt; the hit share may differ from the screen's.
